Rac1 GTP hydrolysis: MgcRacGAP GTPase-activating activity inhibitors, confirmation, biochemical, ADP Hunter fluorescence; inhibition, % at 30 µM, or IC50 in µM where a hit was titrated; MgcRacGAP-stimulated Rac1 GTP hydrolysis, ADP Hunter fluorescence; higher % means a stronger effect; GST-tagged Rac1 F28L mutant substrate; 340,000 compounds, 0.6% hits; AID 624330;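 active = first-screen hits whose inhibition reached a set limit at any dose in the follow-up dose series; inconclusive = inhibition above the set first-screen limit but never retested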;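 note: fluorescence reports GDP produced by GAP-driven GTP hydrolysis; strong numbers were not always called active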
UTI89 phage lysis: protection from phage-mediated lysis, alamar blue read-out – E. coli UTI89, K1F phage, bacterial capsule biogenesis inhibitors (AID 488966); one-dose inhibition, % at 100 µM; IC50 in µM for titrated hits; E. coli UTI89 K1F phage lysis, alamar blue, 2 h; higher % means a stronger effect; 340,000 compounds, 0.02% hits;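 active = phage lysis inhibition, versus mean bacterial control, above a set limit; inconclusive = no clear call, values can overlap the other calls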;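 note: capsule biogenesis inhibitors block K1F phage lysis so surviving cells raise fluorescence; higher fluorescence means more inhibition of phage lysis; actives were called in the ten point dose series up to 300 µM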
Large T inhibition: SV40 large T antigen inhibitors, biochemical (AID 1903) | inhibition, % at 20 µM, or IC50 in µM where a hit was titrated | 310,000 compounds, 0.39% hits | SV40 large T antigen ATPase/helicase inhibition assay; higher % means a stronger effect; in the data active = a potency from the dose series; inconclusive = inhibition mostly from about 32% at the one dose, without a potency; inactive = the rest, 99 in 100 with inhibition below about 32%; note: strong numbers were not always called active
PhoP inhibition: inhibitors of PhoP regulon expression, primary screen, Salmonella Typhimurium, GFP reporter (AID 1863) | 300,000 compounds, 0.16% hits | inhibition, % at 50 µM; hits with a dose series show IC50 in µM | S. Typhimurium PhoP-regulated promoter GFP reporter, 4 h; higher % means a stronger effect;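 active = inhibition over 29.93%, a cutoff 3 SD above the screen mean, later confirmed by dose response; inconclusive = inhibition over 29.93% but no dose response follow-up; inactive = inhibition at most 29.93% or unconfirmed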;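 note: 0% = low Mg2+ inducing control and 100% = high Mg2+ repressing control; strong numbers were not always called active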
RSV antiviral HEp-2: RSV antiviral activity via CPE protection, HEp-2 cells, primary 10 µM value included (AID 2391); HEp-2 cells, RSV-induced CPE inhibition; higher % means a stronger effect; 310,000 compounds, 0.13% hits; CPE inhibition, % at 10 µM, or IC50 in µM where a hit was titrated; in the data active = a potency from the dose series; inconclusive = CPE inhibition mostly from about 23% at the one dose, without a potency; inactive = the rest, 99 in 100 with CPE inhibition below about 21%; note: strong numbers were not always called active
NTR1 ag: NTR1-driven beta-arrestin-GFP spot formation – imaging, U2OS cells, high content, primary screen (AID 493036) | agonist mode | activation, % at 20 µM | 330,000 compounds, 0.17% hits;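 active = activation at or above 40% of the spot to cytoplasm intensity ratio, with at least 20 cells analyzed; inconclusive = wells under 20 cells, flagged as cytotoxic or low count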;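 note: 0% = DMSO without peptide and 100% = 100 nM NTR1 peptide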
Target sequence (P30989 whole entry, looked up): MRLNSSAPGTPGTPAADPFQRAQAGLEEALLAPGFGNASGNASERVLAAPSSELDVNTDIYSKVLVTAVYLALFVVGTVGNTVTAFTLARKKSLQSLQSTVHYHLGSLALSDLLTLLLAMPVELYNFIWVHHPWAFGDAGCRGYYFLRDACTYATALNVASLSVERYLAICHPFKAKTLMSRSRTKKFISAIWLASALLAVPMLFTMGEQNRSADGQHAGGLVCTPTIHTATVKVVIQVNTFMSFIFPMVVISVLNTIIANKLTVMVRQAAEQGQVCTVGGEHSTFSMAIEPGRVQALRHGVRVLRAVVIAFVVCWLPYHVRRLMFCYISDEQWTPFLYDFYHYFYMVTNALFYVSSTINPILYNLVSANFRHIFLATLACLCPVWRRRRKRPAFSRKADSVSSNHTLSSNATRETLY
TNAP activation fold: stimulation of alkaline phosphatase TNAP activity – biochemical, luminescent, no phosphate acceptor, uHTS, primary screen (AID 1001); purified TNAP, luminescent activation assay, no phosphate acceptor; higher activation fold means a stronger effect; activation fold at 20 µM, or EC50 in µM where a hit was titrated; 200,000 compounds, 0.03% hits; in the data active = activation fold from about 3, or a potency from the dose series; inactive = the rest, 99 in 100 with activation fold below about 1.6; note: many of its hits are not listed in these tables
Myeloid diff MLP: compounds promoting myeloid differentiation; AID 624256; 360,000 compounds, 1% hits; ER-HoxA9 myeloid progenitors, lysozyme-GFP differentiation, flow cytometry; calls only at 10 µM;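 active = normalized GFP-positive differentiation at or above the plate's own cutoff, the solvent-only control mean plus 3 SD; inconclusive = no clear call, values can overlap the other calls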;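 note: cells exposed to compound for four days before flow analysis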
T cell HTS: modulates CD8 T cell binding to vesicles. calls only at 7 µM. 2C CD8+ T cell-vesicle binding, flow cytometry; stronger effect = lower value. 330,000 compounds, 0.068% hits;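 active = response, share of CD8 T cells binding vesicles, and their 90th percentile fluorescence all below set limits, cut at about 80% in these data, passing the limit was not always enough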
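Assay system – 2C mouse CD8+ T cells · Also added – QL9-loaded Drosophila micro-vesicles · Timing – Cell–vesicle co-incubation 1.5 h at 37 °C, staining 20 min on ice · Signal – flow cytometry of vesicle-bound cells · Measure – percent CD8+ FL2 mean versus row control · Controls – Peptide-free naked vesicles (low) and QL9 vesicles with 0.7% DMSO vehicle (high)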
T cell HTS vesicle-bound %: further read-out of T cell HTS, marked with its call; double positive events, %; measured here: CD8+ vesicle-bound cell fraction;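 binding gate set so that unloaded-vesicle control wells show 10% double positive cells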
NTR1 ag cell count 20 µM: further read-out of NTR1 ag, marked with its call; cell count; measured here: cell count, cytotoxicity flag
Myeloid diff MLP GFP+ MAC1+ %: recorded beside Myeloid diff MLP, whose call it bears; GFP+ MAC1+ double positive, %; measured here: differentiation confirmed by MAC1 staining
An asterisk follows results filed as active; i = inactive; ? = inconclusive; nt = no result given; [ ] = another dose, or the depositor's remark.

entry | compound | Rac1 GTP hydrolysis | UTI89 phage lysis | Large T inhibition | PhoP inhibition | RSV antiviral HEp-2 | NTR1 ag | NTR1 ag cell count 20 µM | TNAP activation fold | Myeloid diff MLP | Myeloid diff MLP GFP+ MAC1+ % | T cell HTS | T cell HTS vesicle-bound %
1 | CC(C)(C)NC(=O)C(c1ccco1)N(Cc1ccc2c(c1)OCO2)C(=O)Cn1nnc2ccccc21 (stereo not given) | 10% | 0.3% | 10% | 5% | -0.8% | -1.3 | 60 | 1.1 | i | 1.3 | i | 14
2 | O=C(CN1C(=O)NC2(CCOc3ccccc32)C1=O)c1ccc(F)cc1 (stereo not given) | 5% | 0.9%[50 µM] | 16% | -4% | 1.9% | -0.1 | 59 | nt | i | 0.6 | i | 56
3 | Cc1noc(C)c1COC(=O)c1ccc(F)c(S(=O)(=O)N2CCOCC2)c1 | 3% | 0.7%[50 µM] | nt | nt | 0.6% | -1.7 | 34 | nt | i | 0.4 | i | 41
4 | Cc1ccccc1-n1nnnc1SCC(=O)NCC1(N2CCOCC2)CCCCC1 | 3% | 0.4%[50 µM] | nt | nt | 0.3% | 4.0 | 60 | nt | i | 1.3 | i | 26
5 | CC(C)(C)[C@H]1COC(=O)[C@@H](Cc2ccc(F)cc2)C/C=C\C[C@@H](CC(=O)N[C@@H](CO)Cc2ccccc2)C(=O)N1 | 2% | 2.0% | nt | nt | nt | 2.4 | 65 | nt | i | 2.3 | i | 20
6 | Cc1ccc(CN2CCNC(=O)C2CC(=O)NCC(F)(F)F)o1 (stereo not given) | 3% | -0.9% | -1% | -7% | 0.4% | 0.9 | 35 | 0.9 | i | 0.5 | i | 49
7 | COC(=O)C1(C)NC(c2cccs2)C2C(=O)N(c3ccc(F)cc3)C(=O)C21 (stereo not given) | 3% | 0.0% | 3% | 1% | 0.3% | 1.7 | 71 | 1.1 | i | 1.3 | i | 22
8 | COc1ccc(S(=O)(=O)N2CCCC(C(=O)NC3CCCC3)C2)cc1OC (stereo not given) | 6% | 0.3% | 1% | 5% | 8.0% | -0.1 | 52 | nt | i | 0.2 | i | 36
9 | N#Cc1ccc(COC(=O)C2CCC(=O)N2)cc1 (stereo not given) | 9% | 1.0% | 13% | 3% | 0.8% | 1.1 | 49 | 1.3 | i | 0.8 | i | 64
10 | CCn1cnc2cc(NCc3nc4ccccc4n3Cc3ccccc3)ccc21 | -1% | 6.1% | 11% | 1% | 3.7% | 4.3 | 54 | 1 | i | 1.0 | i | 30
11 | O=S(=O)(NC1CCCC1)c1cccc(-c2nnc(-c3ccccc3)o2)c1 | 9% | 2.6% | 12% | -1% | 4.9% | 1.7 | 91 | 1.2 | i | 3.8 | i | 42
12 | O=C(Nc1ccon1)c1ccccc1F | 4% | 5.6% | -2% | 3% | 0.2% | 0.4 | 60 | 1.1 | i | 0.9 | i | 23
13 | Cc1nc(N2CCCCC2)c2c(C)c(C(=O)Nc3cccc(C(F)(F)F)c3)sc2n1 | 7% | 0.6% | -6% | 8% | 22% | 3.1 | 96 | 1.1 | i | 0.1 | i | 61
14 | O=C(COC(=O)c1ccc[n+]([O-])c1)Nc1ccc([N+](=O)[O-])cc1Cl | 5% | 0.8%[50 µM] | nt | nt | nt | -1.7 | 65 | nt | i | 0.6 | i | 50
15 | Cc1ccc(SCCNC(=O)c2ccc(C)c(S(=O)(=O)Nc3ccccc3C)c2)cc1 | 0% | -0.3% | 4% | 11% | 4.3% | 3.7 | 57 | 1.1 | i | 10 | i | 11
16 | CC1(C)NC(=O)N(CC(O)COc2ccc(N3C(=O)c4ccccc4C3=O)cc2)C1=O (stereo not given) | 9% | -0.3% | -5% | -6% | 1.4% | -1.1 | 41 | 1.1 | i | 0.5 | i | 34
17 | Cc1cc(C)cc(NC(=O)[C@H](Cc2c[nH]c3ccccc23)NC(=O)[C@@H]2Cc3ccccc3CN2)c1 | 3% | 1.3% | 14% | 5% | 0.4% | 2.2 | 109 | nt | i | 1.7 | i | 33
18 | CCc1nc(N2CCN(C(=O)CCl)CC2)c2c3c(sc2n1)CC(C)CC3 (stereo not given) | 11% | -0.3% | 35% | 6% | -2.7% | 11 | 68 | nt | i | 0.4 | i | 48
19 | CCn1cc(C(=O)O)c(=O)c2cc(F)c(N3CCN(C(=O)Nc4ccccc4)CC3)cc21 | 8% | -6.0% | -3% | 32µM* | 27µM* | -0.7 | 82 | 1.1 | i | 7.4 | i | 54
20 | O=C(/C=C/c1ccc(F)cc1)NCCNC(=O)/C=C/c1ccc(F)cc1 | nt | nt | 4% | 10% | -0.6% | -0.3 | 57 | 1.1 | i | 0.2 | i | 48
21 | CC(C)OCCCNC(=O)C(Cc1ccccc1)NS(=O)(=O)c1ccc2c(c1)CCC(=O)N2 (stereo not given) | 2% | 0.3% | 0% | 5% | 1.4% | -1.0 | 37 | nt | i | 1.2 | i | 2
22 | NCC(=O)Nc1ccc(Br)cc1 | -2% | 0.0% | 5% | -7% | 0.5% | 1.2 | 67 | 1.1 | i | 0.4 | i | 19
23 | COc1ccccc1C(=O)Nc1ccc(N2CCN(S(C)(=O)=O)CC2)cc1 | 8% | 0.9% | 1% | 2% | 0.0% | 4.6 | 57 | 1.1 | i | 0.4 | i | 38
24 | CCn1nc(NS(=O)(=O)c2ccccc2[N+](=O)[O-])c2cc3ccc(C)cc3nc21 | 56% | 0.1% | 19% | -9% | 14% | -0.2 | 62 | nt | i | 8.0 | i | 2
25 | COc1cccc(/C=N/NC(=O)CSc2ccccc2C)c1O | 12% | 1.1%[50 µM] | 8% | 3% | 7.1% | 3.4 | 67 | 2 | i | 0.7 | i | 42
26 | Cc1ccc(NC(=O)CSCC(=O)Nc2nnc(C)s2)cc1 | 14% | 0.7%[50 µM] | 7% | 4% | -0.2% | -0.5 | 78 | nt | i | 0.9 | i | 34
27 | Cc1ccc(Cn2c(=N)n(CC(O)COc3ccccc3)c3ccccc32)cc1 (stereo not given) | 3% | 1.2% | 13% | 7% | 3.1% | 2.6 | 33 | 1.4 | nt | nt | i | 40
28 | N#Cc1cccc(NC(=O)CN2C(=O)NC(Cc3ccccc3)C2=O)c1 (stereo not given) | -11% | 0.1% | 14% | -4% | 2.7% | 0.9 | 68 | nt | i | 0.0 | i | 54
29 | CCOC(=O)[C@@H]1[C@H]2COc3ccc(Br)cc3[C@H]2N2C(=O)N(c3ccc(C(F)(F)F)cc3)C(=O)[C@]12C | 8% | 3.0% | nt | nt | nt | 3.1 | 47 | nt | i | 1.4 | i | 10
30 | Cc1cc(C(=O)Nc2ccc(C(=O)O)cc2)c(C)o1 | 3% | -0.1% | 4% | 2% | 1.4% | 0.5 | 45 | nt | i | 3.4 | i | 30
31 | COc1cccc(/C=C/C(=O)OCC(=O)c2ccc3c(c2)NC(=O)CO3)c1OC | 8% | 0.3% | 11% | 5% | 7.5% | 0.6 | 62 | 1 | i | 0.3 | i | 23
32 | O=C(NC(Cc1ccccc1)C(=O)O)/C(=C\c1cccc([N+](=O)[O-])c1)NC(=O)c1ccco1 (stereo not given) | 0% | 1.2%[50 µM] | 13% | 1% | 0.4% | 1.1 | 57 | nt | ? | nt | i | 10
33 | CC(C)CCOC(=O)C1C2C=CC3(CN(Cc4cccs4)C(=O)C13)O2 (stereo not given) | -8% | 4.2% | 0% | 4% | 1.1% | -3.0 | 59 | 1.1 | i | 1.0 | i | 61
34 | Oc1ccccc1-c1nc(NCc2ccccc2)c2ccccc2n1 | 7% | 0.6% | 0% | -9% | 1.9% | 11 | 56 | nt | i | 0.2 | i | 50
35 | O=C(Cc1ccon1)c1ccc(O)cc1O | 7% | 1.7%[50 µM] | 4% | -4% | 1.1% | -0.3 | 77 | nt | i | 0.2 | i | 22
36 | CCN1CCCC1CNC(=O)c1c(O)c2c([nH]c1=O)CCCC2 (stereo not given) | 14% | -0.4% | 12% | 11% | 0.3% | 1.5 | 46 | 1 | i | 0.6 | i | 44
37 | Cc1ccc(NC(=O)CSc2nnc(CNC(=O)c3ccco3)n2C)cc1 | -1% | 1.1%[50 µM] | 7% | 14% | -1.9% | -0.3 | 53 | nt | i | 0.1 | i | 27
38 | C/C=C(\C)C(=O)NCCN1C2=NC[C@H](C(C)C)N2C[C@H]1Cc1ccc(O)cc1 | -2% | 4.7% | 7% | 2% | -0.4% | -1.3 | 47 | 1.1 | i | 1.6 | i | 40
39 | Cc1ccccc1C(=O)Nc1nnc(-c2ccc(F)cc2)o1 | 9% | -3.3% | 3% | 8% | 5.4% | -1.9 | 57 | 1.1 | i | 2.8 | i | 37
40 | O=C(CCNC(=O)c1ccc(Br)cc1)NCCCSc1ccccc1 | 10% | 0.2%[50 µM] | 7% | -3% | -1.6% | 0.3 | 71 | nt | i | 0.8 | i | 66
41 | O=C(CN1CCCC1)N1CCCc2c1c(=O)oc1ccc(OCc3ccccc3)cc21 | 6% | -0.3% | 9% | -4% | -2.9% | -1.9 | 76 | 1 | i | 0.6 | i | 26
42 | CC(=O)Nc1cc2cc(NS(=O)(=O)c3ccc(Cl)cc3)ccc2oc1=O | nt | nt | 12% | -9% | 0.9% | 0.6 | 49 | nt | i | 0.2 | i | 44
43 | Cc1nnc(NC(=O)CCC(=O)NCc2cccs2)s1 | 3% | 0.2% | 12% | 13% | 0.7% | 1.3 | 81 | 1.1 | i | 1.8 | i | 31
44 | CCCCCCCCN1C(=O)N(C)C(N(O)C(=O)NC)C1(C)C (stereo not given) | 6% | 0.3% | 3% | 0% | 0.4% | 0.9 | 48 | 1 | i | 1.2 | i | 49
45 | Cc1ccc(C(=O)COC(=O)CNC(=O)COc2ccccc2C)cc1C | 8% | -0.3% | -5% | 5% | 1.4% | -1.3 | 72 | 0.9 | i | 0.9 | i | 36

Source: PubChem BioAssay
